SK-BR-3 tox 24h: SK-BR-3 proliferation inhibitors; 41,000 compounds, 0.47% hits; SK-BR-3 viability, CellTiter-Glo ATP luminescence, 24 h; active compounds read low; AID 847; viability, % at 10 µM;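 active = viability at or below the median of all test compounds minus 3 SD, in both replicates if run twice, cut at about 45% in these data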;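 also: 100% = median untreated cell wells and 0% = median positive control drug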
The depositor's hits bear a star; & = joins results of further samples.

SMILES	SK-BR-3 tox 24h
C[C@]12CCC(=O)C=C1CC[C@@H]1[C@@H]2CC[C@@]2(C)[C@H]1CC[C@]2(O)C(=O)CO	97
Oc1ccc(/C=C/c2cc(O)cc(O)c2)cc1	94
CC[N+](C)(CC)CCOC(=O)C(O)(c1ccccc1)C1CCCCC1 (configuration not stated)	80
CCC(C)n1ncn(-c2ccc(N3CCN(c4ccc(OCC5COC(Cn6cncn6)(c6ccc(Cl)cc6Cl)O5)cc4)CC3)cc2)c1=O (configuration not stated)	82
c1ccc(CN(CC2=NCCN2)c2ccccc2)cc1	92&77
CC(COc1ccccc1)NC(C)C(O)c1ccc(O)cc1 (configuration not stated)	95
O=C(c1ccc(F)cc1)C1CCN(CCn2c(=O)[nH]c3ccccc3c2=O)CC1	84
C1CCC(C(CC2CCCCN2)C2CCCCC2)CC1 (configuration not stated)	91
Cc1nc2ccccn2c(=O)c1CCN1CCC(C(=O)c2ccc(F)cc2)CC1	97
O=S(=O)(c1cccc2cnccc12)N1CCCNCC1	103
O=C(NCCc1c[nH]c2ccccc12)c1cccnc1	91
COc1ccc(/C=C/C(=O)Nc2ccccc2C(=O)O)cc1OC	73
Cc1cc(-c2ccccc2)nnc1NCCN1CCOCC1	91
CN(C)CCOC(C)(c1ccccc1)c1ccccn1 (configuration not stated)	92
O=C(CCNNC(=O)c1ccncc1)NCc1ccccc1	93
OCCN1CCN(CCCN2c3ccccc3Sc3ccc(Cl)cc32)CC1	101
CCN(CC)CCNC(=O)c1cc(Cl)c(N)cc1OC	87

Entries above that have a carbonyl joined to an NH by a bond outside any ring (4):
SMILES	SK-BR-3 tox 24h
O=C(NCCc1c[nH]c2ccccc12)c1cccnc1	91
COc1ccc(/C=C/C(=O)Nc2ccccc2C(=O)O)cc1OC	73
O=C(CCNNC(=O)c1ccncc1)NCc1ccccc1	93
CCN(CC)CCNC(=O)c1cc(Cl)c(N)cc1OC	87

Structures listed so far containing an NH in an aromatic ring:
SMILES	SK-BR-3 tox 24h
O=C(c1ccc(F)cc1)C1CCN(CCn2c(=O)[nH]c3ccccc3c2=O)CC1	84
O=C(NCCc1c[nH]c2ccccc12)c1cccnc1	91

Compound activity as filed in PubChem BioAssay.

This is a subset; rates above refer to the full screens.
